Source: PubChem BioAssay
Rab9 prom act = activators of Rab9 promoter; Huh7 Rab9 promoter-luciferase reporter, luminescence, 24 h; Potency, µM (series often up to 9.22 µM), for the others: at the highest dose activation, negative = inhibition, usual class: activators; actives 2.8% (n = 320,000); AID 485297; further: potency means the concentration at half of the fitted maximal effect; % of control where 0% means no effect; nearly all actives have a fitted effect of over 60% in size
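Cells were plated at 1500 per well in reduced-serum medium with 10% FBS and left 2 h. Compound in DMSO was then added for 24 h at 37 °C. Reporter signal was read by luminescence after 10 min with luciferase detection reagent.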
MBNL1 CUG block = MBNL1-poly(CUG) RNA binding inhibition; actives 0.036% (n = 280,000); Potency, µM (doses to about 57.5 µM), inactives show at the top dose activity change, negative = inhibition, hits mostly inhibitors; TR-FRET MBNL1-His/biotin-(CUG)12 binding, 665/545 ratio; active means well fitted inhibition curve with a large enough effect in the signal ratio, with a control signal flat, not every such curve was filed as active; inconclusive means small, poorly fitted or top-dose-only effect, or effect the other way, or a change in a side signal; inactive means no such curve, though single readings can be large or run the other way; the % refers to the signal ratio; further: potency means the concentration at half of the fitted maximal effect; on the % scale 0 is the no-effect control and ±100 the full control effect
Target sequence (Q9NR56 whole entry, looked up): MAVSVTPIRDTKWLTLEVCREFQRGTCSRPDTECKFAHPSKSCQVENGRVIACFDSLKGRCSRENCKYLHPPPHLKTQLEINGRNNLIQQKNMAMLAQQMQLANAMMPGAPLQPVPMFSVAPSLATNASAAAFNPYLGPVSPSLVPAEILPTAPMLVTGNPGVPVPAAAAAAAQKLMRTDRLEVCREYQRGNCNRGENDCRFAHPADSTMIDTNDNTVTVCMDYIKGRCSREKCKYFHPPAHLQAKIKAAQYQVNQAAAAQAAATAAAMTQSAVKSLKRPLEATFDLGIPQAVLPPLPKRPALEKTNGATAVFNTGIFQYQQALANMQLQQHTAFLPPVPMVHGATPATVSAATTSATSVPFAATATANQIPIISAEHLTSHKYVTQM
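Compound titration spanned 92 nM–58 uM against the MBNL1-His/biotin-(CUG)12 complex. After 60 min at room temperature with 5 nM streptavidin-XL665 and 0.055 ng/ul terbium anti-His, ratiometric 665/545 nm emission (Ex 340 nm) normalized to controls.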
PKM2 activator = increases activity of human pyruvate kinase M2. P14618. purified PKM2, Kinase-Glo ATP luminescence, activation; response scale: 0% is enzyme alone, no compound. Potency, µM (top dose mostly 57.5 µM), for inactives: at the top dose activation, usual class: activators. actives 0.34% (n = 260,000); further: potency means the concentration at half of the fitted maximal effect; on the % scale 0 is the no-effect control and ±100 the full control effect; nearly all actives have a fitted effect of over 55% in size
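hPK-M2, >95% pure; 0.1 mM ADP / 0.5 mM PEP final; imidazole pH7.2 buffer w/ 7 mM MgCl2, 50 mM KCl; 1 h RT; Kinase-Glo lum. Intermediate enzyme activity for dual inhibitor/activator qHTS.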
Mito fusion yeast = blocks mitochondrial division or promotes mitochondrial fusion; S. cerevisiae fusion-defective mutant growth rescue, CellTiterGlo 48 h; Potency, µM (doses to about 46.1 µM), for inactives: at the top dose growth rescue (activation), most hits filed as activators; actives 0.23% (n = 320,000); AID 485298;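 further: potency means the concentration at half of the fitted maximal effect; % of control where 0% means no effect; nearly all actives have a fitted effect of over 45% in size; temperature-sensitive fusion mutants such as fzo1-1 at 37 °C on non-fermentable ethanol glycerol medium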
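Read-out: ATP-based luminescence (CellTiterGlo, 10 min ambient) reporting growth of fusion-defective ts yeast after 48 hours at 37C on glycerol/ethanol YPEG medium in the presence of compound.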
KCNH2 3.1 inh = blocks the human KCNH2 3.1 channel isoform. U2OS KCNH2 3.1, thallium flux FluxOr; active compounds read low. activity change, % (tested at about 1.8 µM). actives 0.95% (n = 340,000);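 active means maximum activity change below -70%; inconclusive means maximum activity change from -70% to -50%; inactive means maximum activity change above -50%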;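 further: thallium influx rate constant from kinetic fluorescence after stimulation buffer; on the % scale 0 is the no-effect control and ±100 the full control effect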
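Normalized rate constant (relative to positive and negative DMSO controls) derived from a 2 min kinetic fluorescence read after stimulation; U2OS cells expressing the 3.1 isoform via virus at 1.77 x 10^8 /mL.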
FLuc modulator = firefly luciferase modulation, counter-screen for miR-21 project | P08659 | purified FLuc, Km substrates, luminescence inhibition | Potency, µM (series often up to 57.5 µM), inactives show at the highest dose activity change, negative = inhibition, most hits filed as inhibitors | actives 6.9% (n = 360,000);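 further: potency means the concentration at half of the fitted maximal effect; plate controls were vehicle for no effect and reference inhibitor for full effect; nearly all actives have a fitted effect of over 55% in size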
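Biochemical qHTS of compounds, final roughly 60 µM downward over six points, against 10 nM purified firefly luciferase using Km concentrations of substrates (10 uM D-luciferin, 10 uM ATP) in Tris acetate pH 7.5 buffer; luminescence output.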
Menin-MLL TR inh = displaces Texas Red mutant MLL peptide from human menin; O00255; Menin + Texas Red MLL mutant peptide, fluorescence polarization; Potency, µM (highest dose often 61.6 µM), for inactives: at the highest dose FP activity change, negative = inhibition, usual class: inhibitors; actives 0.23% (n = 270,000); AID 1768; active means well fitted inhibition curve with a large enough effect in the polarisation, with a control signal flat, not every such curve was filed as active; inconclusive means small, poorly fitted or top-dose-only effect, or effect the other way, or a change in a side signal; inactive means no such curve, though single readings can be large or run the other way; the % refers to the polarisation; further: potency means the concentration at half of the fitted maximal effect; % of control where 0% means no effect; many of its hits are not listed in these tables
Target sequence (O00255 whole entry, looked up): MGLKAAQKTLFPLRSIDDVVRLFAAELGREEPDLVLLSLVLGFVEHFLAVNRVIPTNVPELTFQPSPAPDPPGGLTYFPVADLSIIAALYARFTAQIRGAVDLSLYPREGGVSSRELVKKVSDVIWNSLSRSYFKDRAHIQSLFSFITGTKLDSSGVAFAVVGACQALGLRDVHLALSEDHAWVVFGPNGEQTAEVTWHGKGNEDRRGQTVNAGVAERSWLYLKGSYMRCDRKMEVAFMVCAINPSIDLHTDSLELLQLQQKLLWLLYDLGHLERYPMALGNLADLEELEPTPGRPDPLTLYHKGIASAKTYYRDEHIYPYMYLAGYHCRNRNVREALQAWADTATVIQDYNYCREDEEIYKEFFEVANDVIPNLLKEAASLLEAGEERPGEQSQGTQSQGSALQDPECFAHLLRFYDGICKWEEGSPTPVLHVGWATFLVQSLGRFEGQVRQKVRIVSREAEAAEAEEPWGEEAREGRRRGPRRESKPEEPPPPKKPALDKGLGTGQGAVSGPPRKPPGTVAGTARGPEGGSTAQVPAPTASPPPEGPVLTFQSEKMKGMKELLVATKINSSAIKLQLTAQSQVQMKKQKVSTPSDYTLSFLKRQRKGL
VP16 counter = Gal4-VP16 reporter inhibition counter-screen; Drosophila S2 Gal4-VP16 UAS-luciferase, luminescence, 20 h; Potency, µM (top dose mostly 53.6 µM), inactives show at the highest dose activity, negative = inhibition, most hits filed as inhibitors; actives 3.5% (n = 310,000);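 further: Gal4-VP16 expression switched on by copper sulfate through the metallothionein promoter; potency means the concentration at half of the fitted maximal effect; on the % scale 0 is the no-effect control and ±100 the full control effect; nearly all actives have a fitted effect of over 50% in size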
RORgamma inh = blocks mouse ROR gamma transcriptional activity | P51450 | Drosophila S2 Gal4-RORgamma UAS-luciferase reporter, 20 h | Potency, µM (doses to about 53.6 µM), inactives show top-dose activity change, negative = inhibition, usual class: inhibitors | actives 5.4% (n = 310,000) | AID 2551; further: potency means the concentration at half of the fitted maximal effect; on the % scale 0 is the no-effect control and ±100 the full control effect; nearly all actives have a fitted effect of over 60% in size
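Compounds are pin-transferred onto Drosophila Schneider cells expressing a copper-inducible Gal4–ROR gamma transactivation domain fusion. After 1 hr, copper sulfate is added to 700 uM final; luciferase is read 20 hr later.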
ELG1 repair inh = ELG1-dependent DNA repair inhibition | Potency, µM (highest dose often 46.1 µM), for the others: at the highest dose activity change, negative = inhibition, usual class: inhibitors | AID 504467 | HEK293T ELG1-luciferase reporter, luminescence, 16 h; DNA damage induced by 5-fluorouridine | actives 2.3% (n = 330,000); further: potency means the concentration at half of the fitted maximal effect; on the % scale 0 is the no-effect control and ±100 the full control effect; nearly all actives have a fitted effect of over 55% in size
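Cells (2,000 per well) received 5-fluorouridine plus test compound or DMSO and were incubated 16 hr at 37 °C, 5% CO2. Luciferase activity was read by luminescence 30 min after ONE-Glo addition; signal suppression marked inhibition of damage-induced ELG1 function.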
NPC1 prom act = activators of NPC1 promoter; Huh7 NPC1 promoter luciferase reporter, 24 h; Potency, µM (top dose mostly 9.22 µM), for the others: top-dose activation, hits mostly activators; actives 2.4% (n = 320,000);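 further: potency means the concentration at half of the fitted maximal effect; % of control where 0% means no effect; nearly all actives have a fitted effect of over 60% in size; reporter is driven by a mutant NPC1 promoter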
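Luminescence read-out of NPC1 promoter-driven luciferase in stably transfected Huh7 cells; compounds delivered in DMSO and left 24 h at 37C, 5% CO2, qHTS titration format.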
Starred values were filed as active, the others as inactive; ? = inconclusive; nt = not tested or not shown; [ ] = another dose, or the depositor's remark. Unless noted, the call rests on the fitted dose curve; in most records, active means well fitted curve in the direction sought with a large enough effect; inconclusive means small, poorly fitted or top-dose-only effect, or another doubt; inactive means no such curve, though single readings can be large; an effect the other way counts as inactive or inconclusive. This is a subset, so the mix of outcomes need not match the whole.

Values run as follows: Rab9 prom act, MBNL1 CUG block, PKM2 activator, Mito fusion yeast, KCNH2 3.1 inh, FLuc modulator, Menin-MLL TR inh, VP16 counter, RORgamma inh, ELG1 repair inh, NPC1 prom act
1) Cc1cc(NC(=O)COC(=O)C(Nc2ccc(C(F)(F)F)cc2Cl)C(C)C)no1 (stereo unspecified)
 : -12%, 1%, -8%, -11%, 2, 0%, 38%[activator], ?, ?, ?, -1%
2) CCc1ccc(NS(=O)(=O)c2cccc3nsnc23)cc1
 : 2%, ?, nt, 23%, -7, -1%, -1%, 1%, 8%, 3%, 3%
3) COC(=O)c1cncc(O)c1
 : 1%, 2%, 0%, 8%, 5, -2%, nt, 4%, -15%, -2%, 1%
4) Nc1c(Nc2ccccc2)c2ccccc2oc1=O
 : -11%, 22%, -9%, -4%, -19, 4%, 6%, -3%, 15%, 9%, -5%
5) COc1cc(SC)ccc1C(=O)N(Cc1ccccc1)c1ccccc1
 : 1%, 0%, -5%, -5%, 19, 2%, nt, 12%, 0%, -10%, -1%
6) Cc1c(Br)c([N+](=O)[O-])nn1CC(=O)Nc1ccc2nc3n(c(=O)c2c1)CCCC3
 : 0%, 16%, nt, -3%, -10, 0%, nt, -8%, 4%, -13%, -4%
7) COc1ccc(C(=O)C2CCCN(C(=O)Cn3cncn3)C2)cc1OC (stereo unspecified)
 : 0%, 2%, nt, -9%, -8, -3%, 2%, -5%, 2%, 12%, -2%
8) O=C1OC(N2C(=O)CC[C@H]2C(=O)Nc2ccc(F)c(F)c2)c2ccccc21 (stereo partly specified)
 : -2%, -15%, -1%, 2%, -2, -2%, -1%, -18%, -15%, 2%, 3%
9) Nn1c(-c2ccco2)n[nH]c1=S
 : 15%, -3%, -9%, 1%, -4, -1%, 12%, 5%, 3%, 2%, -1%
10) O=C(NC(=S)Nc1nc(-c2ccccc2)cs1)c1cccs1
 : 18%, nt, -6%, -1%, ?, -14%, -2%, -9%, -1%, ?, 17%
11) COCCNC(=S)N1C2CCC1CC(NC(=O)NC13CC4CC(CC(C4)C1)C3)C2 (stereo unspecified)
 : -2%, -16%, -6%, 4%, -28, -2%, -13%, 0%, -13%, 1%, 0%
12) CC(O)CCC(=O)NCCNC(=O)CCC(C)O (stereo unspecified)
 : 3%, 10%, -15%, -2%, -6, 0%, 4%, 1%, 3%, ?, 10%
13) c1ccc2sc(N3CCOCC3)nc2c1
 : ?, -8%, -6%, -2%, -2, ?, -3%, ?, 4%, ?, ?
14) Cc1ccc(C)c(N(C(=O)Cc2cccs2)C(C(=O)NC2CCCC2)c2ccc(C)o2)c1 (stereo unspecified)
 : -4%, -5%, 11%, -3%, -13, 3%, ?, -24%, -37%, 9%, -2%
15) CCOc1ccc(S(=O)(=O)NCCC(=O)NCC2CCCO2)cc1 (stereo unspecified)
 : -7%, nt, nt, -2%, 6, 2%, nt, nt, nt, 4%, -2%
16) COC(=O)c1ccc(C2c3[nH]c4ccccc4c3C[C@H]3C(=O)N(C)CC(=O)N23)cc1 (stereo partly specified)
 : 5%, -7%, nt, 10%, 10, -3%, 18%, -1%, -1%, -11%, 0%
17) Cc1ccnn1CC(=O)N/N=C/c1c[nH]c2ccccc12
 : 0%, 6%, 4%, 0%, 2, -11%, nt, 5%, -26%, -8%, 0%
18) CCCCn1c(CN2C(=O)c3ccccc3C2=O)nc2ccccc2c1=O
 : -5%, -11%, -6%, 4%, -8, 2%, 0%, -9%, 14%, 6%, 0%
19) CNC(=O)Cc1csc2ccc(C)cc12
 : 0%, 5%, 8%, -3%, -6, -1%, nt, -6%, 33%, 7%, 0%
20) CCCN(CCC)S(=O)(=O)c1ccc(Cl)c(OC)c1
 : -3%, -3%, 2%, 6%, -2, -4%, 9%, -4%, 26%, -9%, -4%

Of the compounds above, these have an aryl methoxy group.
Values run as follows: Rab9 prom act, MBNL1 CUG block, PKM2 activator, Mito fusion yeast, KCNH2 3.1 inh, FLuc modulator, Menin-MLL TR inh, VP16 counter, RORgamma inh, ELG1 repair inh, NPC1 prom act
5) COc1cc(SC)ccc1C(=O)N(Cc1ccccc1)c1ccccc1
 : 1%, 0%, -5%, -5%, 19, 2%, nt, 12%, 0%, -10%, -1%
7) COc1ccc(C(=O)C2CCCN(C(=O)Cn3cncn3)C2)cc1OC (stereo unspecified)
 : 0%, 2%, nt, -9%, -8, -3%, 2%, -5%, 2%, 12%, -2%
20) CCCN(CCC)S(=O)(=O)c1ccc(Cl)c(OC)c1
 : -3%, -3%, 2%, 6%, -2, -4%, 9%, -4%, 26%, -9%, -4%

New compounds follow
| entry | compound | Rab9 prom act | MBNL1 CUG block | PKM2 activator | Mito fusion yeast | KCNH2 3.1 inh | FLuc modulator | Menin-MLL TR inh | VP16 counter | RORgamma inh | ELG1 repair inh | NPC1 prom act |
| --- | --- | --- | --- | --- | --- | --- | --- | --- | --- | --- | --- | --- |
| 21 | NNC(=O)CN1C(c2ccccc2)=Nc2ccc(Br)cc2C1c1ccccc1 (stereo unspecified) | 3% | 4% | -7% | -1% | 12 | -5% | 6% | -4% | -16% | 9% | -2% |
| 22 | CNC(=O)CC1C(=O)N(c2ccc(Cl)cc2)C(=S)N1CCc1ccc(OC)c(OC)c1 (stereo unspecified) | -3% | 0% | 10% | 1% | 2 | -3% | 11% | -25% | ? | ? | 2% |
| 23 | Cc1ccc(C(=O)N2CCN(S(=O)(=O)c3ccccc3C#N)CC2)cc1S(=O)(=O)N1CCOCC1 | -5% | nt | nt | -5% | -6 | 2% | nt | nt | nt | -1% | -1% |
| 24 | CCOC(=O)c1c(C)[nH]c(=S)c(C#N)c1-c1ccc(OC)cc1 | -2% | 14% | 2% | 13% | -9 | -3% | ? | ? | 13µM* | 0% | -4% |
| 25 | CC(=O)N1CC23C=CC(CC2CC12CCCCCC2)O3 (stereo unspecified) | -3% | -6% | 0% | 7% | -17 | 3% | 3% | 5% | 25% | ? | -1% |
| 26 | CCOC(=O)Cc1nc(-c2ccccc2)n[nH]1 | -6% | -1% | -4% | 14% | -3 | 2% | 3% | 3% | 19% | 2% | -3% |
| 27 | COC(=O)c1c(NC(=O)Cc2cccs2)sc2c1CCCC2 | 1% | ? | 4% | ? | 10 | ? | ? | 1%[0.365 µM] | 12% | 25% | 7% |
| 28 | CCN1CCN(CCCNC(=O)c2cc3sccc3n2CC)CC1 | -6% | -5% | -11% | 0% | -4 | 1% | 8% | -14% | -7% | 25% | 2% |
| 29 | Cc1cc(=S)[nH]c2c(C)cccc12 | 0% | 9% | 4% | 1% | 3 | 1% | 4% | ? | 11µM* | 17% | -6% |
| 30 | COc1ccccc1-c1cc(C(=O)Nc2sc3c(c2C#N)CCC(C)C3)c2ccccc2n1 (stereo unspecified) | -1% | -3% | -4% | 1% | 0 | -17% | -6% | -3% | 8% | -13% | -3% |
| 31 | Cc1cc(C)c(CSc2nnnn2-c2ccc(C(=O)O)cc2)c(C)c1 | 1% | 3% | nt | ? | 0 | 2% | 58%[activator] | 3% | 18% | 0% | 2% |
| 32 | O=C(NCC1CCCO1)C1C2C=CC3(CN(Cc4cccs4)C(=O)C13)O2 (stereo unspecified) | -2% | -4% | 1% | 2% | -3 | -1% | 17% | -1% | -7% | -8% | -4% |
| 33 | Cc1ccc(C2=NN(S(C)(=O)=O)C(c3ccc4nccnc4c3)C2)cc1 (stereo unspecified) | ? | 7% | -7% | -3% | 0 | ? | 2% | -3% | 24% | ? | ? |
| 34 | COc1ccc(CCNC(=O)COC(=O)c2sc(C)nc2C)cc1 | 1% | nt | nt | 3% | 1 | nt | nt | nt | nt | 2% | 3% |
